NCOA2 inhibitor: inhibition of GAL4-SRC2 driven luciferase reporter, primary screen, SRC2 inhibitor project, cell-based, luminescence | 0.17% of 370,000 active | Nuclear receptor coactivator 2 (Homo sapiens), Q15596 | inhibition, % at 9 µM | HEK293 GAL4-SRC2 luciferase reporter | AID 651957, 2012;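 active = inhibition above the mean inhibition of all tested compounds plus 3 SD, set per campaign, cut at about 52% in these data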;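 also: 0% = DMSO treated cells and 100% = cells given Gossypol at 36 µM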
The depositor's hits bear a star; & = joins results of further samples. Not all compounds are listed; count on the stated rates, not on these rows.

Start of the listing, in advance, 4 compounds:
NCOA2 inhibitor	molecule
5.8	COC(=O)[C@]12C[C@H](CC(=O)NCc3cccc4ccccc34)C(=O)N(CCC3=CCCCC3)C1=C[C@H](C1CCCC1)O[C@@H]2C
-7.7	C[C@@H]1ON(C)[C@H]2C[C@H]3c4cc(-c5cccc(Cl)c5)ccc4CCN3C[C@@H]12
-9.2	COc1cc2c(c(OC)c1)C(=O)O[C@H](C)C[C@@H]1O[C@H]1CCCCC(=O)C2
5.4	CCOC(=O)Cn1cc(CN2C(C(=O)OC)CN(Cc3ccc(OC)cc3)CCS2(=O)=O)nn1 (centres undefined)

Main list, repeating the preview:
NCOA2 inhibitor	molecule
5.8	COC(=O)[C@]12C[C@H](CC(=O)NCc3cccc4ccccc34)C(=O)N(CCC3=CCCCC3)C1=C[C@H](C1CCCC1)O[C@@H]2C
-7.7	C[C@@H]1ON(C)[C@H]2C[C@H]3c4cc(-c5cccc(Cl)c5)ccc4CCN3C[C@@H]12
-9.2	COc1cc2c(c(OC)c1)C(=O)O[C@H](C)C[C@@H]1O[C@H]1CCCCC(=O)C2
5.4	CCOC(=O)Cn1cc(CN2C(C(=O)OC)CN(Cc3ccc(OC)cc3)CCS2(=O)=O)nn1 (centres undefined)
-1.4	CCCCN1CCS(=O)(=O)N(Cc2ccc(Cl)cc2)C(C(=O)OC)C1 (centres undefined)
-19.3	CC(C)CN1C(=O)C[C@]2(C(=O)N(C)c3ccc(NS(=O)(=O)c4ccc(F)cc4)cc32)C1c1ccccc1 (some centres undefined)
-2.1	COc1ccc(CCN(Cc2cccs2)S(=O)(=O)c2ccccc2)cc1OC
0.7	Cc1cccn2c(=O)c(C=NCCO)c(Nc3ccc(Cl)cc3)nc12
4.9	Cc1noc(C)c1CCC(=O)N1CCCC(CCC(=O)NCc2ccccc2F)C1 (centres undefined)
10.5	COC(=O)C1CN(Cc2cn(Cc3ccccc3)nn2)CCS(=O)(=O)N1Cc1ccc(Cl)cc1 (centres undefined)
-58.6	Cc1ccccc1N=Nc1c(N)[nH]n(-c2ccccc2)c1=O
28.5	C[C@@H]1CN(c2ccc(N3CCN(C(=O)OC(C)(C)C)C[C@@H]3C)cc2C#N)CCN1Cc1ccccc1
9.1	COC(=O)[C@]12C[C@H](CC(=O)N3CCCC3)C(=O)N(Cc3ccco3)C1=C[C@H](C(C)(C)C)O[C@@H]2C
-8.7	Cc1cccc(NC(=O)Cn2c(=O)n(CCc3c[nH]c4ccccc34)c(=O)c3cccnc32)c1
2.8	O=C(O)CCCC(=O)OCCCc1cc2ccccc2c(=O)o1
5.1	O=C(C1CCCN(S(=O)(=O)c2cccc3ccccc23)C1)N1CCN(Cc2ccccc2)CC1 (centres undefined)
19.9	O=C(O)c1ccc(/C=N/NC(=O)C2CC2(c2ccccc2)c2ccccc2)cc1 (centres undefined)
-66.0	CC1=NN(C(N)=S)C(=O)C1N=Nc1ccc(C)cc1C (centres undefined)
1.6	CC(=O)CC[C@H]1CC[C@]2(CCCN(S(C)(=O)=O)C2)O1
11.7	O=S1(=O)N[C@@H](Cc2ccccc2)COc2cc(NC3CC3)ccc21
11.1	C[C@H](CO)N1C[C@H](C)[C@H](CN(C)C(=O)NC2CCCCC2)OCc2cnnn2CCCC1=O
6.8	CN1[C@@H](Cc2ccccc2)COc2cccc(N3CCCC3)c2S1(=O)=O
-1.4	O=C(CSc1nnc(COc2ccc(Cl)cc2)n1Cc1ccco1)Nc1ccc(OCc2ccccc2)cc1
-9.3	Cc1cccc(NC(=O)n2ccc3ccc(-c4ccc5cc[nH]c5c4)cc32)c1
2.9	Cn1cccc1C(=O)N1CCN(S(=O)(=O)c2ccc(C(C)(C)C)cc2)CC1
-3.5	O=C(CSc1nncn1-c1ccccc1)Nc1cccc(S(=O)(=O)N2CCCCC2)c1
-1.6	COC(=O)c1cc2c(c3c4ccccc4n(S(=O)(=O)c4ccc(OC)cc4)c13)C(=O)N(Cc1ccc(C(F)(F)F)cc1)C2
16.1	COC(=O)C1=C(C)N(Cc2ccccc2C(F)(F)F)C(=NCc2ccc3c(c2)OCO3)NC1c1ccc(C(F)(F)F)cc1 (centres undefined)
7.9	O=C(Nc1ccc(F)cc1)OCc1cn(Cc2ccc(F)c(F)c2)nn1
5.4	O=C(CNS(=O)(=O)c1cccs1)N1CCN(c2ncccn2)CC1
-13.2	CCC(=O)N(C)C[C@@H]1[C@H](c2ccc(C3=CCCCC3)cc2)[C@H](CO)N1C(=O)CC
-11.2&5.4	Cn1ccnc1CN1CCC[C@]2(CC[C@H](CCC#N)O2)C1
-13.7	C=CCN1C(=O)[C@H](CC(=O)NCCCN2CCCC2=O)[C@@]2(C(=O)OCC)CCCC=C12
20.1	COc1ccccc1NC(=O)OCCCN1CCC2(CCC(C)CC2)C1=O (centres undefined)
12.4	COc1ccc(-n2c(SC/C=C/c3ccccc3)nnc2-c2cccs2)cc1
-9.5	O=C(Nc1ccc(F)cc1)OC1CC2CC1[C@H]1CCCCN1[C@H]2Cc1ccccc1 (some centres undefined)
1.0	O=C(C1CCCN1S(=O)(=O)c1ccccc1[N+](=O)[O-])N1CCc2ccccc2C1 (centres undefined)
32.0	CCCCOc1ccc(C(=O)NC2CCCCN(Cc3cccc(C(F)(F)F)c3)C2=O)cc1 (centres undefined)
-5.3	C/C(C=NNC(=O)CSc1nnc(-c2ccccc2)n1-c1ccc(C)cc1)=C\c1ccco1
10.9	CC(=O)N1CCc2cc(S(=O)(=O)NCCC(=O)NCc3ccc(Cl)cc3)ccc21
3.4	COc1ccc(S[C@]2(C(=O)N3CCN(c4ncccn4)CC3)CC(=O)N(c3ccccc3)[C@@H]2c2ccc(OC)cc2)cc1
-3.6	C=CCN1C[C@@H](COCc2ccccc2)Oc2cccc(F)c2S1(=O)=O
-8.9	COC(=O)C1=C(C)N(Cc2ccccc2C(F)(F)F)C(=NCC2CC2)NC1c1ccc(C(F)(F)F)cc1 (centres undefined)
-20.0	COC(=O)c1cc2c(c3c4ccccc4n(S(=O)(=O)c4ccccc4)c13)C(=O)N(Cc1ccc(C(F)(F)F)cc1)C2
11.5	O=C(Nc1ccc2ccccc2c1)NC1CCCCN(Cc2cccc(Cl)c2)C1=O (centres undefined)
20.9	CCC(NC(=O)c1ccc2c(c1)c(C)c(C)n2Cc1ccc(Cl)cc1)c1ccccc1 (centres undefined)
2.3	CCOC(=O)C1=C(C)N(CCCC(=O)O)C(=O)NC1c1ccccc1OC(=O)c1cccs1 (centres undefined)
-18.9	N#Cc1ccc(COC(=O)c2ccccn2)cc1
-2.9	COCc1cc(N2CCN(C(=O)OC(C)(C)C)C[C@@H]2C)ccc1N1CCN(Cc2ccccc2)[C@@H](C)C1
-31.3	Nc1[nH]c(C(=O)c2ccc(Br)cc2)c(-c2cccc3ccccc23)c1C(=O)NCCc1c[nH]c2ccccc12
1.6	Nc1[nH]c2cc(Cl)ccc2c1C(=O)NCCc1ccc(Cl)cc1
-13.9	O=C(NCCc1ccccc1Cl)[C@@H]1CCCN1C(=O)[C@@H](NC(=O)N1CCOCC1)C1CCCCC1
2.1	COc1cc(=O)oc(C=O)c1C
-18.9	CCCCc1c(-c2ccccc2OC)ncn1C(C)c1ccc(Cl)cc1 (centres undefined)
-35.4	O=S1(=O)N[C@H](Cc2ccccc2)COc2cc(N3CCCCC3)ccc21
8.4	COc1ccccc1CN1Cc2ccccc2Oc2ccccc2S1(=O)=O
-2.9	C[C@H]1CCCN1c1ccc2c(c1)O[C@H]1CCN(C1)S2(=O)=O
10.2	C[C@@H](CO)N(Cc1cn(Cc2ccccc2)nn1)S(=O)(=O)c1ccccc1Br
-6.8	COC(=O)CC[C@H](/C=C/C(=O)OC(C)(C)C)Sc1ccc(C(C)(C)C)cc1
3.8	CN(C)[C@@H]1CCN(c2ccc3c(c2)O[C@@H]2CCN(C2)S3(=O)=O)C1

Other structures follow.
NCOA2 inhibitor	molecule
-13.1	O=C(CSc1nnc(-c2cnccn2)n1-c1ccccc1)c1ccc(F)cc1
-7.6	Cc1ccc(-c2csc(NC(=O)CSc3nc(C)cc(=O)[nH]3)n2)cc1
-26.3	O=C(c1cccs1)n1ccc2ccc(-c3ccc4ccn(C(=O)c5cccs5)c4c3)cc21
11.5	CC(C)C[C@@H]1COc2cc(NC3CC3)ccc2S(=O)(=O)N1
-27.3	CC1CCN(C(=O)c2ccc3c(c2)NC(=O)CN3)CC1
-1.3	CCOC(=O)C1=C(Nc2ccc(Br)cc2)C(=O)N(CC)C1
-2.1	CC(C)[C@H](NC(=O)c1ccc(Cl)cc1Cl)C(=O)N1CCC[C@H]1C(=O)NCc1ccccc1
-2.2	COC(=O)[C@]12C[C@H](CC(=O)NCC3CCCCC3)C(=O)N(CCC3=CCCCC3)C1=C[C@H](COCc1ccccc1)O[C@@H]2C
-0.6	Cc1ccc(Cn2cc(CN3[C@@H](C)COc4cc(Br)ccc4S3(=O)=O)nn2)cc1
1.4	CCOC(=O)[C@@]12CCCC=C1N(CCc1ccc(Cl)cc1)C(=O)[C@H]2CC(=O)NCC12CC3CC(CC(C3)C1)C2
8.7	Cc1ccccc1S(=O)(=O)N1CCCc2nc(-c3ccc(Br)cc3)ccc21
-33.1	Nn1c(SCC(=O)Nc2nccs2)nnc1-c1cc(-c2ccc(Cl)cc2)n[nH]1
-3.2	CC(=O)C1=C(C)N(Cc2ccc(Cl)cc2)C(=S)NC1c1cccc(Br)c1 (centres undefined)
-4.7	CC(COc1ccc(C#N)c(F)c1)CN1CCC(C(O)(c2ccccc2)c2ccccc2)CC1 (centres undefined)
-25.9	COc1ccc(N2CCN(C(=O)COc3ccccc3)CC2)cc1
-67.1	COc1ccccc1Cc1c(-c2ccc(F)cc2)nc2ccc(C)cn12
-31.8	CCCCN1C[C@@H]2CSCCS(=O)(=O)N2C1=O
-11.0	CCOC(=O)N1CCN(C(=O)C[C@H]2C[C@@]3(C(=O)OC)C(=C[C@H](C4CCCC4)O[C@@H]3C)N(CCc3ccc(OC)c(OC)c3)C2=O)CC1
2.0	COC(=O)C1=C(C)N(Cc2cccc(C(F)(F)F)c2)C(=NCc2ccc(C(F)(F)F)cc2)NC1c1cccc(F)c1 (centres undefined)
-0.6	O=C(CN1C(=O)NC2(CCc3ccccc32)C1=O)Nc1cc(C(F)(F)F)ccc1N1CCOCC1 (centres undefined)

Given field by field: part of the list above
structure: Cc1ccc(-c2csc(NC(=O)CSc3nc(C)cc(=O)[nH]3)n2)cc1
  NCOA2 inhibitor = -7.6

structure: O=C(c1cccs1)n1ccc2ccc(-c3ccc4ccn(C(=O)c5cccs5)c4c3)cc21
  NCOA2 inhibitor = -26.3

structure: CC(C)C[C@@H]1COc2cc(NC3CC3)ccc2S(=O)(=O)N1
  NCOA2 inhibitor = 11.5

structure: CC1CCN(C(=O)c2ccc3c(c2)NC(=O)CN3)CC1
  NCOA2 inhibitor = -27.3

(listing goes on)
NCOA2 inhibitor	molecule
13.7	COc1ccc(S[C@]2(C(=O)N3CCN(c4ncccn4)CC3)CC(=O)N(c3ccc(OC)cc3)[C@@H]2c2ccc(OC)cc2)cc1
1.7	COC(=O)[C@]12C[C@H](CC(=O)NCCCCc3ccccc3)C(=O)N(Cc3ccccc3)C1=C[C@H](C1CCCC1)O[C@@H]2C
-27.2	CCCCCN1CCCCC(NC(=O)C(C)CCC)C1=O (centres undefined)
0.3	COCc1[nH]nc2c1C(c1ccccc1)N(Cc1ccccc1)C2=O (centres undefined)
-2.9	O=S1(=O)c2c(NCc3ccco3)cccc2Oc2ccccc2CN1Cc1cn(Cc2ccc(C(F)(F)F)cc2)nn1
-8.3	CCCCNS(=O)(=O)/C=C/c1ccccc1CCNC(=O)OC(C)(C)C
7.5	O=S1(=O)C=C(Sc2ccc(Cl)cc2)c2ccccc2C1Cc1ccc(F)cc1 (centres undefined)
15.4	CCCCCCC12Cc3cc(OC)c(OC)cc3C(O1)c1c(cc(C)oc1=O)O2 (centres undefined)
-5.3	COC(=O)[C@]1(CC(C)C)NC=C(C(=O)c2ccccc2)[C@@H]1c1cccc(C(F)(F)F)c1
11.9	O=S1(=O)c2c(cccc2N2CC[C@@H](O)C2)O[C@H]2CCN1C2
-6.6	C[C@@H]1COc2cccc(N3CCSCC3)c2S(=O)(=O)N1C
4.1	CC(=O)Nc1ccc2c(c1)OCCOCCOc1cc(NC(C)=O)ccc1OCCOCCOCCO2
-22.9	O=C(NCc1cccs1)C1CCN(S(=O)(=O)c2ccccc2[N+](=O)[O-])CC1
20.2	O=C(CCc1ccccc1)N[C@H]1[C@@H](OC(=O)c2cccnc2)CCC[C@@]12C(=O)N(Cc1ccccc1)c1ccccc12
4.0	CCC(C)N(C(=O)c1ccc(CNC(=O)c2cccc(Br)c2)cc1)C(C)CC (centres undefined)
5.5	CCCCCCN1CCS(=O)(=O)N(Cc2ccc(OC)cc2)C(C(=O)OC)C1 (centres undefined)
16.8	COC(=O)C1CN(Cc2ccc(Cl)cc2)CCS(=O)(=O)N1Cc1cn(Cc2ccc(C)cc2)nn1 (centres undefined)
-5.4	COc1ccc(C(=O)OCCCN(C)C2CN(Cc3cn(Cc4ccccc4F)nn3)S(=O)(=O)C2)cc1OC (centres undefined)
-10.4	O=Nc1ccccn1
-14.1	COC(=O)[C@]12C[C@H](CC(=O)NCC34CC5CC(CC(C5)C3)C4)C(=O)N(CCC3=CCCCC3)C1=C[C@H](COCc1ccccc1)O[C@@H]2C
10.1	COC(=O)[C@]12C[C@H](CC(=O)NCC34CC5CC(CC(C5)C3)C4)C(=O)N(Cc3ccccc3)C1=C[C@H](C(C)C)O[C@@H]2C1CC1

An excerpt of the results above, as a working copy:
NCOA2 inhibitor	molecule
-14.1	COC(=O)[C@]12C[C@H](CC(=O)NCC34CC5CC(CC(C5)C3)C4)C(=O)N(CCC3=CCCCC3)C1=C[C@H](COCc1ccccc1)O[C@@H]2C
10.1	COC(=O)[C@]12C[C@H](CC(=O)NCC34CC5CC(CC(C5)C3)C4)C(=O)N(Cc3ccccc3)C1=C[C@H](C(C)C)O[C@@H]2C1CC1

Compound activity as filed in PubChem BioAssay.
